ROC1-CUL1 inh = blocks human RBX1-Cullin-1 di-ubiquitin formation. P62877+Q13616. in vitro K48 di-Ub FRET, acceptor:donor ratio, 45 min. inhibition, % at 10 µM. 140,000 compounds, 0.6% hits. AID 1347404; in the data active = inhibition above about 25%
Target sequence (P62877 whole entry, looked up): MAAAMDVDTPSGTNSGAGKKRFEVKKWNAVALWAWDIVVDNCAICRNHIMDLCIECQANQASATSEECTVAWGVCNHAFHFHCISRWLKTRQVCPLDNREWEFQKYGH
Target sequence (Q13616 whole entry, looked up): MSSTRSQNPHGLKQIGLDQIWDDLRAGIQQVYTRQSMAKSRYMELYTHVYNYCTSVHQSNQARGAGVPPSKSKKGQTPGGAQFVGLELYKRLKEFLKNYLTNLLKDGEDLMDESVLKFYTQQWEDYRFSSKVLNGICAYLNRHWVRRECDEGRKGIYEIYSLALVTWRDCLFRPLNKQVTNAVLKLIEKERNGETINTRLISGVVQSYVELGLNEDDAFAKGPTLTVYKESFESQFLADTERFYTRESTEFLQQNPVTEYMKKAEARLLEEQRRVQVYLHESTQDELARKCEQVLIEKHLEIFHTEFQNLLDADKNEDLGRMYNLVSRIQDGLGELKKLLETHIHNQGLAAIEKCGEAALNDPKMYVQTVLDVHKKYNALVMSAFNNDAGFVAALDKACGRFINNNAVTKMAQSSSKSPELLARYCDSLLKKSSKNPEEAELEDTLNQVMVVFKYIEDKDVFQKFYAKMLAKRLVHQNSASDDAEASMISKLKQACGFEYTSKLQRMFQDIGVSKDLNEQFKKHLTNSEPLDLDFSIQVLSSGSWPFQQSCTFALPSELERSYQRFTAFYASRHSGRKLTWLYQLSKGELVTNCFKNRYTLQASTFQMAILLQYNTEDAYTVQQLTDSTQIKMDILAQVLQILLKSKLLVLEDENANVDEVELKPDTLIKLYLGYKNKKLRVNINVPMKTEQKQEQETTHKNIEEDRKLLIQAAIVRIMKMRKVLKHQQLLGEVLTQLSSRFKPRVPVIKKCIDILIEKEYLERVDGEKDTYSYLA
The depositor's hits bear a star. This is a subset; rates above refer to the full screens.

Sample of the layout (18 entries):
Structure	ROC1-CUL1 inh
CCNC(=O)C1CC(=O)N(c2ccc(NC(C)=O)cc2)C1 (stereo unspecified)	3
CC(C)CN(C)C(=O)CCc1nnc(CCc2ccccc2)o1	4
COc1ccc(C(=O)c2sc(Nc3cc(Cl)ccc3C)nc2N)cc1OC	2
COc1ccccc1CNC(=O)C1CCCN(c2nnc(-n3c(C)ccc3C)s2)C1 (stereo unspecified)	7
O=C1/C(=C/c2ccc(Cl)cc2)CCSc2ccccc21	5
Cc1ccc(CN(Cc2ccco2)C(=O)c2ccccc2Cl)o1	-12
O=C1c2ccccc2C(=Nc2ccc(Cl)cc2)C1c1ccc(C(F)(F)F)cc1 (stereo unspecified)	0
CC(C)CN(CC(C)C)c1ccc([N+](=O)[O-])cc1C=Nc1ccc2c(c1)oc1ccccc12	-1
CSC1=NC(=O)CC(c2ccc(C)o2)C1C#N (stereo unspecified)	-1
O=C(CCCCC(=O)NNC(=O)C1CCCCC1)NNC(=O)C1CCCCC1	6
C=CCn1c(=O)c2c(nc3n2C(C)C(C)=NN3CC(=C)C)n(C)c1=O (stereo unspecified)	-3
COCCCN1C(=O)CC(CC(=O)N(C)C(C2CC2)C2CC2)(c2ccccc2OC)C1=O (stereo unspecified)	-6
Cc1ccc(-c2nnnn2-c2cccc(C(=O)c3ccccc3)c2)cc1	-9
COc1ccc2cc(C(C)NC(=O)Cn3nnnc3CN3CCCC3)ccc2c1 (stereo unspecified)	0
O=C(CNC(=O)c1ccc(Cl)cc1)OCc1cc(=O)n2nc(C3CC3)sc2n1	-11
COc1ccccc1OS(=O)(=O)c1ccc(C)cc1	5
CC1S/C(=N\N=C\c2ccccc2)NC1=O (stereo unspecified)	-3
CCCC(C)NC(=O)c1cccc(OC)c1 (stereo unspecified)	4

The list itself, from the first entry:
Structure	ROC1-CUL1 inh
CCNC(=O)C1CC(=O)N(c2ccc(NC(C)=O)cc2)C1 (stereo unspecified)	3
CC(C)CN(C)C(=O)CCc1nnc(CCc2ccccc2)o1	4
COc1ccc(C(=O)c2sc(Nc3cc(Cl)ccc3C)nc2N)cc1OC	2
COc1ccccc1CNC(=O)C1CCCN(c2nnc(-n3c(C)ccc3C)s2)C1 (stereo unspecified)	7
O=C1/C(=C/c2ccc(Cl)cc2)CCSc2ccccc21	5
Cc1ccc(CN(Cc2ccco2)C(=O)c2ccccc2Cl)o1	-12
O=C1c2ccccc2C(=Nc2ccc(Cl)cc2)C1c1ccc(C(F)(F)F)cc1 (stereo unspecified)	0
CC(C)CN(CC(C)C)c1ccc([N+](=O)[O-])cc1C=Nc1ccc2c(c1)oc1ccccc12	-1
CSC1=NC(=O)CC(c2ccc(C)o2)C1C#N (stereo unspecified)	-1
O=C(CCCCC(=O)NNC(=O)C1CCCCC1)NNC(=O)C1CCCCC1	6
C=CCn1c(=O)c2c(nc3n2C(C)C(C)=NN3CC(=C)C)n(C)c1=O (stereo unspecified)	-3
COCCCN1C(=O)CC(CC(=O)N(C)C(C2CC2)C2CC2)(c2ccccc2OC)C1=O (stereo unspecified)	-6
Cc1ccc(-c2nnnn2-c2cccc(C(=O)c3ccccc3)c2)cc1	-9
COc1ccc2cc(C(C)NC(=O)Cn3nnnc3CN3CCCC3)ccc2c1 (stereo unspecified)	0
O=C(CNC(=O)c1ccc(Cl)cc1)OCc1cc(=O)n2nc(C3CC3)sc2n1	-11
COc1ccccc1OS(=O)(=O)c1ccc(C)cc1	5
CC1S/C(=N\N=C\c2ccccc2)NC1=O (stereo unspecified)	-3
CCCC(C)NC(=O)c1cccc(OC)c1 (stereo unspecified)	4
Cc1ccc(CNC(=O)c2c3c(nc4ccccc24)C(=O)N(C2CCCCC2)C3)cc1	4
COc1ccc(N2CCN(C(=O)CCc3ccc(S(=O)(=O)NCC(C)C)cc3)CC2)cc1	-2
CC(C)(C)C(=O)NC(c1ccccc1)n1nnc2ccccc21 (stereo unspecified)	-4
Cc1ccc(S(=O)(=O)n2nc(C#N)c(C#N)c2N)cc1	-9
CCOC(=O)c1c(C)[nH]c(C)c1S(=O)(=O)N(C)CC(=O)Nc1cccc(Cl)c1C	0
CCCOc1ccc(CNC(=O)c2[nH]c3cc(OC)ccc3c2Sc2ccccc2)cc1	-3
COc1cccc(S(=O)(=O)NCC(=O)N2CC(C)OC(C)C2)c1 (stereo unspecified)	2
Clc1cc(Cl)c2c(c1)C=Cc1ccccc1S2	2
CC(=O)NS(=O)(=O)c1ccc(-c2ccc(/C=C3/C(=O)N(CCO)C(=O)C(C#N)=C3C)o2)cc1	11
COc1ccccc1CNC(=O)C(=O)NCC(c1cccs1)S(=O)(=O)c1cccs1 (stereo unspecified)	5
O=C(NNC(=O)C1C2CCCCC21)c1ccccc1I (stereo unspecified)	11
C=CCc1cc(/C=C2\C(=O)NC(=S)N(C)C2=O)cc(OCC)c1OCc1ccc([N+](=O)[O-])cc1	-3
Cc1ccccc1CC1(CO)CCCN(C(=O)c2cccc(N3CCOCC3)c2)C1 (stereo unspecified)	13
O=C(Nc1sc2c(c1Sc1nnnn1-c1ccccc1)CCCC2)c1ccccc1	-2
COc1ccc(-c2ccc3c(N)c(C(=O)NCCc4ccccc4)sc3n2)cc1	4
Cc1ccc(-n2c(CCC(=O)O)ccc2-c2cccs2)cc1Cl	-11
Cc1cccc(CN2CCC(CNC(=O)c3c(C)oc4ncnc(N5CCCCC5)c34)CC2)c1	-2
c1cncc(NCn2cnc3ccccc32)c1	-3
COc1ccc(C(=O)/C=C/c2cn(CC(O)CN3CCc4ccccc43)c3ccccc23)cc1 (stereo unspecified)	6
O=C(CSc1ccccn1)NCCN1Cc2ccccc2OC(c2ccccc2F)C1 (stereo unspecified)	6
CC1(C)CC(=O)C2=C(C1)OC(=N)C(C#N)C2c1ccc(OC(F)(F)F)cc1 (stereo unspecified)	5
O=C(O)c1sc2c(ccc3ccccc32)c1Br	8
O=c1c2c(n(Cc3ccccc3)c3cc(Cl)ccc13)OCC2	-8
COc1cccc(C(=O)N2c3ccc(C(c4ccccc4)(c4ccccc4)c4ccccc4)cc3C(C)=CC2(C)C)c1	-15
O=C(OCc1ccccc1)n1c(=O)sc2ccccc21	11
CCCCCCCCCC(=O)Oc1ccc(N2C(=O)C3C4c5ccccc5C(c5ccccc54)C3C2=O)cc1 (stereo unspecified)	-9
O=C(CC12CC3CC(CC(C3)C1)C2)NC1CC1	2
O=[N+]([O-])c1ccccc1NN=C(/C=C/c1ccccc1)/C=C/c1ccccc1	-10
Cc1ccccc1Oc1ncccc1CNC(=O)c1ccncc1	0
O=C(CCCOc1ccc(Cl)cc1)Nc1ccc(S(=O)(=O)Nc2ncccn2)cc1	7
CN(C)c1ccc(C(=Nc2ccccc2)N/N=C/c2ccc(Cl)cc2)cc1	-2
COc1ccccc1N1CCN(C(=O)Cn2c(=O)nc(-c3ccccc3)c3cc(Cl)ccc32)CC1	4
CCN(CC)CC#CCOC(c1ccccc1)c1ccccc1	-9
Cc1cc2c(s1)sc1ccc(Br)cc12	-3
CCOc1ccc(CNC(=O)C(C)n2ncn3cccc3c2=O)cc1 (stereo unspecified)	1
CC(Oc1ccccc1Br)C(=O)N1CCN(C)CC1 (stereo unspecified)	8
COc1ccc2c(c1)cc1c(=O)n(CC(=O)NCCCc3ccccc3)nc(C)n12	-1
COc1ccc(-c2onc(C)c2C)cc1S(=O)(=O)N(C)Cc1ccco1	3
O=C(O)CCCCCNS(=O)(=O)/C=C/c1ccccc1	4
N#C/C(=C\c1ccc(-c2ccc(F)cc2F)o1)c1nc2ccccc2[nH]1	-2
COc1ccc(/C=C/C(=O)Nc2ncc(-c3ccccc3)s2)cc1	-2
COC(C(=O)NCc1nc(-c2ccccc2NC(=O)c2cc(C)oc2C)oc1C)c1ccccc1 (stereo unspecified)	-1

Carrying on.
Structure	ROC1-CUL1 inh
CCOC(=O)C(C)N1C(=O)S/C(=C/c2cn(Cc3ccc(F)cc3)c3ccccc23)C1=O (stereo unspecified)	2
CCOC(=O)C1=C(c2ccc(Cl)cc2Cl)OC(=N)C(C#N)C1c1ccccc1 (stereo unspecified)	11
COc1cccc(-n2c(SCC(=O)Nc3nnc(C)s3)nc3c([nH]c4ccccc43)c2=O)c1	-6
CCOC(=O)C1=C(C)N=C(C)C(C(=O)OCC)C1c1cc2cc(C)ccc2nc1Cl (stereo unspecified)	-13
COc1cc(=O)n2c(c1C(=O)NCc1ccc3c(c1)OCO3)CCN(C(=O)CC1CCCC1)CC2	-7
Cc1ccccc1C1CN=NC12CCCc1ccccc1C2=O (stereo unspecified)	-1
CNC(=O)c1ccc(NC(=O)COc2ccc(-c3nn(C)c(=O)c4ccccc34)cc2)cc1	9
COc1ccc(-c2onc(C)c2C)cc1S(=O)(=O)NCC1CCN(Cc2cccc(F)c2)CC1	-1
CCOc1cc(/C=C2/C(=N)N3N=C(C)SC3=NC2=O)ccc1OCCOc1c(C)cccc1C	3
CCC1CN(CC(=O)NCC2CCCN(CCc3ccccc3)C2)Cc2cc(OC)ccc2O1 (stereo unspecified)	9
CCOc1ccc(C(=O)Nc2ccc(S(N)(=O)=O)cc2)cc1	1
C=C(C)Cn1c(=O)c2c(nc3n2C(C)C(C)=NN3CC)n(C)c1=O (stereo unspecified)	-3
Cc1cc(C)c(S(=O)(=O)n2ccc3ccccc32)c(C)c1	1
COc1ccc(Cc2nnc(C(=O)NCCCN3CCN(c4ccccc4F)CC3)o2)cc1OC	1
Cc1ccc(OCC(=O)Nc2ccc(Cl)c(-c3nc4ncccc4o3)c2)cc1C	14
O=C(Nc1nc(-c2ccc(Br)cc2)cs1)C1CCCCC1	10
C=CCn1c(SCC(=O)Nc2cc(C(=O)OCC)cc(C(=O)OCC)c2)nc2scc(-c3ccco3)c2c1=O	4
Cc1cccc(-n2nc(C)c(C(=O)Nc3cc(C)ccc3C)c2-n2cccc2)c1	2
Cc1sc(NC(=O)C2CC=CCC2C(=O)O)c(C#N)c1-c1ccc(C(C)C)cc1 (stereo unspecified)	18
O=C1CCN(Cc2ccccc2)C(=O)N1	-1
Nn1c(-c2ccncc2)nnc1-c1ccncc1	-8
C=CCc1cc(CC2=NC(=O)N(CC)C2=O)cc(OCC)c1OCc1ccc(C(=O)O)cc1	-3
Nc1c(C(=O)Nc2ccc(OC(F)(F)F)cc2)sc2nc(-c3ccncc3)ccc12	-1
CN(C)CCN(C)Cc1ccccc1Sc1ccc2c(c1)OCO2	2
COCCCN1CCN(C2Cc3ccccc3Sc3ccc(Cl)cc32)CC1 (stereo unspecified)	-1
CC(C)c1nn2c(N)c(C=C3C=C(Br)C=CC3=O)c(=O)nc2s1	2
CN1CCN(CCCNC(=O)Cn2c(-c3cccs3)cc3cc(Cl)ccc32)CC1	-5
CC(=O)Nc1ccc(C)c(S(N)(=O)=O)c1	4
Cc1ccccc1OCc1nc(C#N)c(N2CCCC2)o1	6
NC(N)=N/N=C/C1=NC(=S)NC(=O)C1	-4
CCOc1ccccc1NC(=O)c1c(NCc2cccs2)sc2c1CCCCC2	8
COc1ccc(CNC(=O)Cc2c(C)c3cc4c(C)coc4cc3oc2=O)cc1OC	-6
Cc1nn(CC(=O)Nc2cc(F)ccc2F)c(=O)c2cccn12	-3
O=C(c1c2oc(-c3cccc(Br)c3)ccc-2c2ccccc12)C(F)(F)F	2
Cc1ccc2oc(SCC(=O)NC3c4ccccc4-c4ccccc43)nc2c1	-1
CCOC(=O)N1CCN(S(=O)(=O)c2cc(Br)ccc2OC)CC1	4
Cc1cn2c(=O)cc(COC(=O)c3ccc(NC(=O)c4ccc(F)cc4)cc3)nc2s1	-8
CN(C)S(=O)(=O)N1CCC(C(=O)Nc2ccc(C(F)(F)F)cc2)CC1	-1
Cc1nnc2sc(-c3ccco3)nn12	3
CC(Sc1nc2c(=O)n(C)c(=O)n(C)c2n1C)C(=O)O (stereo unspecified)	0
CCOc1ccc(C(=O)Nc2c(C(=O)Nc3ccccc3OC)oc3ccccc23)cc1OCC	4
C#CCOc1ccc(C(=O)NC2CCCC2)cc1	5
Cc1nc(N2CCC(NCC3COc4ccccc4O3)CC2)nc2cc(S(C)(=O)=O)ccc12 (stereo unspecified)	0
CN=C1CC=C(Br)C=C(C(=O)/C=C/c2cccc(OC)c2)C1=O	44*
CCCCNC(=O)CSc1nc2ccc(NC(=O)CSc3nc4ccc(N)cc4s3)cc2s1	-1
CSc1cc(-c2ccccc2)n(-c2ccc(Cl)cc2)c(=S)c1C(=O)c1ccccc1	-8
CC(C)C12CN3CC(C(C)C)(CN(C1)C3c1ccc(OCc3ccccc3)cc1)C2=O (stereo unspecified)	0
COc1ccc(N/N=C(\C(C)=O)N2CCOCC2)cc1	4
COC(=O)Nc1ccc(NC(C)=O)cc1	-7
Brc1cc(CN2CCOCC2)c(-c2ccccc2)s1	13
Cc1cccnc1-c1cccc2c1OC(CNC(=O)CC(C)(C)C)C2 (stereo unspecified)	3
CC(C)(C)c1ccc(COC(=O)Nc2ccc(NC(=O)c3ccco3)c(Cl)c2)cc1	6
CCCc1nn2c(=O)cc(COC(=O)c3ccc4c(c3)OCO4)nc2s1	-3
Cc1n[nH]c(=S)n1/N=C/c1ccccc1	-1
CC(=O)NC(c1ccc(Cl)cc1Cl)c1ccc2cccnc2c1O (stereo unspecified)	5
O=C(O)/C=C\C(=O)Nc1ccccc1C(=O)Nc1cccc(Cl)c1	0
CCc1cccc(NC(=O)c2c(C)noc2C)c1	4
Cc1cccc(NC(=O)CSc2nnc(CNC(=O)c3c(F)cccc3Cl)o2)c1C	2
COc1ccc(-c2[nH]ncc2/C=N\NC(=O)CC#N)cc1	5
CCc1ccc(NC(=O)NCCc2c(C)nn(C)c2C)cc1	-4

High-throughput results as filed in PubChem BioAssay.
